LYP inhibition – PTPN22 lymphoid phosphatase activity blockers – biochemical, fluorescence intensity, uHTS (AID 1779) | recombinant LYP phosphatase, fluorescence intensity; higher % means a stronger effect | inhibition, % at 11.5 µM, or IC50 in µM where a hit was titrated | hit rate 0.054% among 290,000; in the data active means inhibition above about 50%;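 further: plate controls were vehicle with enzyme for no effect and no enzyme for full effect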
XIAP displacement – small molecules displacing peptide from XIAP – biochemical, IAP family, fluorescence polarization (AID 1018); XIAP BIR domain, fluorescence polarization peptide displacement; higher % means a stronger effect; displacement, % at 20 µM, or IC50 in µM where a hit was titrated; hit rate 0.007% among 200,000; in the data active means displacement above about 50%; further: a part of the inactive calls stands beside numbers as strong as those of hits
Large T inhibition – SV40 large T antigen inhibitors, biochemical (AID 1903); inhibition, % at 20 µM, or IC50 in µM where a hit was titrated; hit rate 0.39% among 310,000; SV40 large T antigen ATPase/helicase inhibition assay; higher % means a stronger effect; in the data active means a potency from the dose series; inconclusive means inhibition mostly from about 32% at the one dose, without a potency; inactive means the rest, 99 in 100 with inhibition below about 32%; further: strong numbers were not always called active
Rac1 GTP hydrolysis – MgcRacGAP GTPase-activating activity inhibitors, confirmation, biochemical, ADP Hunter fluorescence. hit rate 0.6% among 340,000. MgcRacGAP-stimulated Rac1 GTP hydrolysis, ADP Hunter fluorescence; higher % means a stronger effect; GST-tagged Rac1 F28L mutant substrate. inhibition, % at 30 µM, or IC50 in µM where a hit was titrated;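 active means first-screen hits whose inhibition reached a set limit at any dose in the follow-up dose series; inconclusive means inhibition above the set first-screen limit but never retested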;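 further: fluorescence reports GDP produced by GAP-driven GTP hydrolysis; strong numbers were not always called active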
NS5 inhibitors – Dengue-2 NS5 methyltransferase inhibitors, primary screen, biochemical, confirmation dose response (AID 588689); Dengue-2 NS5 methyltransferase capping enzyme assay, biochemical; higher % means a stronger effect; hit rate 0.3% among 340,000; inhibition, % at 25 µM; hits with a dose series show IC50 in µM; in the data active means a potency from the dose series; inconclusive means inhibition above about 29% without an active follow-up result
RSV CPE inhibition – RSV antiviral activity via CPE protection, HEp-2 cells, primary 10 µM value included (AID 2391); HEp-2 cells, RSV-induced CPE inhibition; higher % means a stronger effect; one-dose CPE inhibition, % at 10 µM; IC50 in µM for titrated hits; hit rate 0.13% among 310,000; in the data active means a potency from the dose series; inconclusive means CPE inhibition mostly from about 23% at the one dose, without a potency; inactive means the rest, 99 in 100 with CPE inhibition below about 21%; further: strong numbers were not always called active
HIV fusion peptide – cell-free HIV fusion peptide-binding blockers – biochemical, uHTS, fluorescence dequenching, primary screen (AID 1986) | cell-free peptide binding, fluorescence dequenching, 30 min; higher % means a stronger effect | one-dose inhibition, % at 20 µM; IC50 in µM for titrated hits | hit rate 0.3% among 290,000; in the data active means inhibition mostly above about 52%, no sharp cut-off; inactive means mostly below about 76%; further: some results filed as inactive read as strong as hits
SIAH1 antagonists – blockers of Siah-1 interaction with plectin peptide – biochemical, fluorescence polarization, rhodamine-plectin, uHTS, primary screen (AID 1817). displacement, % at 20 µM; hits with a dose series show IC50 in µM. hit rate 0.02% among 290,000. Siah-1 / rhodamine-plectin peptide fluorescence polarization; higher % means a stronger effect;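 active means displacement of at least 50% at 20 µM, with a fluorescence ratio check between 0.3 and a set limit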;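 further: plate controls were Siah plus tracer with DMSO for no effect and tracer alone without Siah for full effect; strong numbers were not always called active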
AID2073 – disruptors of CaV2.2 binding to Mint1 – biochemical, HTRF (AID 2073); HTRF protein-protein interaction, Mint1-CaV2.2; higher % means a stronger effect; hit rate 0.19% among 290,000; inhibition, % at 20 µM; hits with a dose series show IC50 in µM; in the data active means inhibition mostly above about 51%, no sharp cut-off; inconclusive means no clear call, values can overlap the other calls; inactive means mostly below about 53%; further: some results filed as inactive read as strong as hits
Numbers without * were called inactive. The order is random; 1.7% or so of the library scored in one or more.

N#CCCn1cc(C(=O)Nc2ccccc2Br)c(-c2cc3ccccc3o2)n1 was read as LYP inhibition -3%, XIAP displacement -11%, Large T inhibition 15%, Rac1 GTP hydrolysis 7%, NS5 inhibitors -3%, RSV CPE inhibition 3.2%, HIV fusion peptide -3.1%, SIAH1 antagonists 2% and AID2073 -1%.
`Cc1cccc(NCc2ccccc2O)n1` gave LYP inhibition 2%, XIAP displacement -0.5%, Large T inhibition 9%, Rac1 GTP hydrolysis 2%, NS5 inhibitors -1%, RSV CPE inhibition 2.9%, HIV fusion peptide -0.1%, SIAH1 antagonists 0% and AID2073 -6%.
CC1CCCC(NC(=O)COC(=O)CCSc2ccccc2)C1C (stereo not drawn) was read as LYP inhibition -1%, XIAP displacement -5.6%, Large T inhibition -1%, Rac1 GTP hydrolysis -9%, NS5 inhibitors 0%, RSV CPE inhibition 1.0%, HIV fusion peptide 0.6%, SIAH1 antagonists 4% and AID2073 -6%.
`COc1ccc(S(=O)(=O)NCc2ccccn2)cc1NC(=O)c1ccccc1F` gave LYP inhibition -10%, Large T inhibition 2%, Rac1 GTP hydrolysis 7%, NS5 inhibitors -1%, RSV CPE inhibition -0.6%, HIV fusion peptide 2.5%, SIAH1 antagonists 7% and AID2073 25%.
`Cc1ccc2c(c1)N(C(=O)CCC(=O)N1CCN(c3cccc(C)c3C)CC1)CCO2` gave LYP inhibition -2%, Large T inhibition 6%, Rac1 GTP hydrolysis 4%, NS5 inhibitors -1%, RSV CPE inhibition 22%, HIV fusion peptide -0.9%, SIAH1 antagonists 0% and AID2073 9%.
CCCC(=O)C1C(=O)CC(C)(C)C(c2cc(C)no2)C1=O (stereo not drawn) was read as LYP inhibition -4%, XIAP displacement -2.1%, Large T inhibition 3%, Rac1 GTP hydrolysis 5%, NS5 inhibitors -3%, RSV CPE inhibition 1.2%, HIV fusion peptide -1.7%, SIAH1 antagonists 1% and AID2073 -9%.
Cc1cccc(/C(N)=N/OC(=O)c2ccc3c(c2)OCO3)c1 was read as LYP inhibition -9%, XIAP displacement -3.3%, Large T inhibition 2%, Rac1 GTP hydrolysis 6%, NS5 inhibitors -4%, RSV CPE inhibition 1.1%, HIV fusion peptide 0.2%, SIAH1 antagonists 2% and AID2073 24%.
For Nc1nc(NCc2ccco2)nc(Nc2ccccc2)c1[N+](=O)[O-] the results were LYP inhibition -6%, Large T inhibition 1%, Rac1 GTP hydrolysis -12%, NS5 inhibitors -5%, RSV CPE inhibition -1.8%, HIV fusion peptide -0.9%, SIAH1 antagonists 4% and AID2073 7%.
For CNC(=O)N1c2ccccc2CCc2ccccc21 the results were LYP inhibition -2%, Large T inhibition 5%, Rac1 GTP hydrolysis 6%, NS5 inhibitors -2%, RSV CPE inhibition 1.5%, HIV fusion peptide 0.8%, SIAH1 antagonists 4% and AID2073 1%.
Cc1ccc(N=Nc2c(N)n(-c3ccccc3)[nH]c2=O)cc1 was read as LYP inhibition -3%, XIAP displacement -1.6%, Large T inhibition 5%, Rac1 GTP hydrolysis 6%, NS5 inhibitors -1%, HIV fusion peptide -4.6%, SIAH1 antagonists 0% and AID2073 0%.
CCOc1ccc(C(=O)OCC(=O)NCCCc2ccccc2)cc1 was read as LYP inhibition -6%, Large T inhibition 15%, Rac1 GTP hydrolysis 5%, NS5 inhibitors -7%, RSV CPE inhibition 2.3%, HIV fusion peptide 1.0%, SIAH1 antagonists -2% and AID2073 9%.
For Cc1cc(N/N=C/c2cccc(F)c2)nc(NCc2ccccc2)n1 the results were LYP inhibition -5%, Large T inhibition 5%, Rac1 GTP hydrolysis 11%, NS5 inhibitors -8%, RSV CPE inhibition inconclusive, HIV fusion peptide 2.9%, SIAH1 antagonists 13% and AID2073 -5%.
`CC(C)(C)NS(=O)(=O)c1ccc(NC(=O)Cc2ccccc2[N+](=O)[O-])cc1` gave LYP inhibition -2%, XIAP displacement -5.7%, Large T inhibition 3%, Rac1 GTP hydrolysis -36%, NS5 inhibitors -12%, RSV CPE inhibition -0.3%, HIV fusion peptide 0.2%, SIAH1 antagonists 2% and AID2073 5%.
CCOC(=O)CSc1nnc(-c2cccnc2)n1C was read as LYP inhibition -1%, XIAP displacement -0.8%, Large T inhibition 11%, Rac1 GTP hydrolysis -4%, NS5 inhibitors -3%, RSV CPE inhibition 0.6%, HIV fusion peptide 1.3%, SIAH1 antagonists -1% and AID2073 1%.
Cc1nnc(NC(=O)CCC(=O)NCc2ccco2)s1 was read as LYP inhibition -10%, XIAP displacement -5.7%, Large T inhibition 0%, Rac1 GTP hydrolysis 5%, NS5 inhibitors 4%, HIV fusion peptide -2.5%, SIAH1 antagonists -6% and AID2073 -2%.
Screening Cc1ccc(S(=O)(=O)N(Cc2ccc(F)cc2)Cc2ccco2)cc1 returned LYP inhibition -1%, XIAP displacement -8.2%, Large T inhibition 7%, Rac1 GTP hydrolysis 6%, NS5 inhibitors -1%, RSV CPE inhibition 20%, HIV fusion peptide 1.5%, SIAH1 antagonists 1% and AID2073 1%.
For O=C(COC(=O)c1ccc(O)cc1)Nc1ccc(N2CCCCC2)cc1 the results were LYP inhibition -6%, XIAP displacement -2.1%, Large T inhibition 10%, Rac1 GTP hydrolysis 14%, NS5 inhibitors -1%, RSV CPE inhibition 0.0%, HIV fusion peptide -0.2%, SIAH1 antagonists 2% and AID2073 -9%.
CC(C)(C)NC(=O)C(c1cccs1)N(CC1CCCO1)C(=O)c1ccc(-c2ccccc2)[nH]1 (stereo not drawn) was read as LYP inhibition 4%, XIAP displacement -13%, Large T inhibition 30%, Rac1 GTP hydrolysis 12%, NS5 inhibitors -8%, RSV CPE inhibition 9.8%, HIV fusion peptide 1.0%, SIAH1 antagonists -1% and AID2073 -2%.
CCOC(=O)c1c(-c2ccccc2)oc2ccc(OCC)cc12 was read as LYP inhibition -9%, XIAP displacement -3.2%, Large T inhibition 25%, Rac1 GTP hydrolysis 11%, NS5 inhibitors -3%, RSV CPE inhibition 4.2%, HIV fusion peptide -1.8%, SIAH1 antagonists 0% and AID2073 16%.
COc1cc(O)c(C(CCN2CCCC2)c2cc(OC)c(OC)c(OC)c2)c(OC)c1 (stereo not drawn) was read as LYP inhibition -2%, Large T inhibition -1%, Rac1 GTP hydrolysis 9%, NS5 inhibitors -7%, RSV CPE inhibition -1.8%, HIV fusion peptide 1.1%, SIAH1 antagonists 1% and AID2073 inconclusive.

Molecules above that contain a nitro group on carbon (two):
For Nc1nc(NCc2ccco2)nc(Nc2ccccc2)c1[N+](=O)[O-] the results were LYP inhibition -6%, Large T inhibition 1%, Rac1 GTP hydrolysis -12%, NS5 inhibitors -5%, RSV CPE inhibition -1.8%, HIV fusion peptide -0.9%, SIAH1 antagonists 4% and AID2073 7%.
`CC(C)(C)NS(=O)(=O)c1ccc(NC(=O)Cc2ccccc2[N+](=O)[O-])cc1` gave LYP inhibition -2%, XIAP displacement -5.7%, Large T inhibition 3%, Rac1 GTP hydrolysis -36%, NS5 inhibitors -12%, RSV CPE inhibition -0.3%, HIV fusion peptide 0.2%, SIAH1 antagonists 2% and AID2073 5%.

Going on with the list:
CC1CCCC(NC(=O)C2c3ccccc3C(=O)N2Cc2cccs2)C1C (stereo not drawn) was read as LYP inhibition -7%, XIAP displacement -6.3%, Large T inhibition 11%, Rac1 GTP hydrolysis 6%, NS5 inhibitors -3%, RSV CPE inhibition 0.6%, HIV fusion peptide -1.2%, SIAH1 antagonists 0% and AID2073 4%.
`O=C(O)CCCNS(=O)(=O)c1ccc(NCc2ccccc2)c(C(=O)O)c1` gave LYP inhibition 6%, XIAP displacement -0.4%, Large T inhibition -6%, Rac1 GTP hydrolysis 16%, NS5 inhibitors -1%, RSV CPE inhibition 1.8%, HIV fusion peptide 2.6%, SIAH1 antagonists -5% and AID2073 3%.
Screening Cc1cc(C)n(-c2ccc(C(=O)Nc3ccccc3N3CCOCC3)cc2)n1 returned LYP inhibition -10%, XIAP displacement -5.4%, Large T inhibition -4%, Rac1 GTP hydrolysis 3%, NS5 inhibitors -2%, RSV CPE inhibition -0.7%, HIV fusion peptide 0.6%, SIAH1 antagonists -4% and AID2073 3%.
Screening c1ccc(CCc2ccccc2-c2nc(-c3ccccn3)no2)cc1 returned LYP inhibition 2%, XIAP displacement -2.9%, Large T inhibition 16%, Rac1 GTP hydrolysis 10%, NS5 inhibitors -2%, RSV CPE inhibition 3.2%, HIV fusion peptide -0.8%, SIAH1 antagonists -1% and AID2073 2%.
Cc1ccc(Nc2nc3ccccc3s2)c(C)c1 was read as LYP inhibition -2%, XIAP displacement -3.8%, Large T inhibition 6%, Rac1 GTP hydrolysis 7%, NS5 inhibitors 1%, RSV CPE inhibition 3.0%, HIV fusion peptide 1.0%, SIAH1 antagonists 1% and AID2073 2%.
`Cc1ccc(O)c(-c2[nH]ncc2C(=O)c2ccc(Br)cc2)c1` gave LYP inhibition 4%, Large T inhibition 0%, Rac1 GTP hydrolysis 5%, NS5 inhibitors -7%, RSV CPE inhibition 9.2%, HIV fusion peptide -2.6%, SIAH1 antagonists 2% and AID2073 5%.
`CCN(CC)CCN(C(=O)c1ccc2ccccc2c1)c1nc2ccc(F)cc2s1` gave LYP inhibition -11%, Large T inhibition 9%, Rac1 GTP hydrolysis 2%, NS5 inhibitors -1%, RSV CPE inhibition 0.5%, HIV fusion peptide -0.9%, SIAH1 antagonists 9% and AID2073 19%.
Screening O=C(Cc1ccccc1)Nn1c(O)c(/C=C2\C=Nc3ccccc32)sc1=S returned LYP inhibition 5%, XIAP displacement -5.0%, Large T inhibition 19%, Rac1 GTP hydrolysis 14%, NS5 inhibitors -68%, RSV CPE inhibition 11%, HIV fusion peptide 11%, SIAH1 antagonists -6% and AID2073 8%.
O=C(Nc1cccc(F)c1)C1CCN(C(=O)c2ccccc2Cl)CC1 was read as LYP inhibition -9%, XIAP displacement -5.2%, Large T inhibition 4%, Rac1 GTP hydrolysis 5%, NS5 inhibitors 3%, RSV CPE inhibition 2.5%, HIV fusion peptide -1.4%, SIAH1 antagonists -1% and AID2073 -2%.
COc1ccc(NC(=O)N2CCN(c3cccc(C(F)(F)F)c3)CC2)cc1 was read as LYP inhibition 3%, XIAP displacement -9.6%, Large T inhibition 6%, Rac1 GTP hydrolysis -4%, NS5 inhibitors -3%, RSV CPE inhibition 3.2%, HIV fusion peptide -0.4%, SIAH1 antagonists 5% and AID2073 2%.
For Cc1c2cnn(CC(=O)NCc3ccccn3)c(=O)c2c(C)n1Cc1ccc(Cl)cc1 the results were LYP inhibition -5%, Large T inhibition 12%, Rac1 GTP hydrolysis 9%, NS5 inhibitors 2%, RSV CPE inhibition 19%, HIV fusion peptide 0.2%, SIAH1 antagonists 1% and AID2073 44%.
For COc1ccc(-c2cn(-c3ccc(SC(F)F)cc3)c3[n+]2CCC3)cc1OC the results were LYP inhibition -6%, XIAP displacement -3.9%, Large T inhibition 12%, Rac1 GTP hydrolysis 10%, NS5 inhibitors 3%, RSV CPE inhibition 0.1%, HIV fusion peptide -0.2%, SIAH1 antagonists 0% and AID2073 -6%.
